TAAR1 antag: human TAAR1 antagonism | Q96RJ0 | CHO RD-HGA16 TAAR1, Fluo-8 calcium fluorescence, antagonist | inhibition, % at 3 µM | 360,000 tested, 1.5% active | AID 624466;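 active = inhibition above a per-plate cutoff, the mean inhibition of test compounds on that plate plus 3 SD, cut at about 49% in these data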;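 note: 0% = DMSO plus EC80 beta-PEA response and 100% = DMSO alone without agonist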
Target sequence (Q96RJ0 whole entry, looked up): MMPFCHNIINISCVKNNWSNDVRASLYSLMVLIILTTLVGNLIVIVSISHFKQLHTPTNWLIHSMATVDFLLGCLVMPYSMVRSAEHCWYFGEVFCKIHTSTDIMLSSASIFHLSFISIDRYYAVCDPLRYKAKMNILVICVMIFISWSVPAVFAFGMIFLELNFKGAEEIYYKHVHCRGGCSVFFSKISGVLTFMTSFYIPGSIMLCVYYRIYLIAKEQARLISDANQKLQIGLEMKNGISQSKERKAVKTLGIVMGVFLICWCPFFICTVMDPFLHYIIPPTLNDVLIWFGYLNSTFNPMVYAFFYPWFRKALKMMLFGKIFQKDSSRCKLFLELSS
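Test system – hTAAR1-expressing CHO RD-HGA16 cells, Gα16-coupled · Reagent – β-PEA at EC80 concentration, post-compound challenge · Compound dosing – 3 µM, single point · Timing – 140 s kinetic read after compound, 140 s after agonist · Detection – Fluo-8 intracellular calcium dye fluorescence, real-time kinetic reads · Control set – DMSO and EC80 PEA controls · Repeats – n of 1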
CHO-K1 Ca ag: M1 agonist counterscreen hit in parental CHO-K1 cells; Fluo-8 calcium fluorescence; scaled to maximal ATP response, vehicle zero; activation, % at 3 µM; 360,000 tested, 0.48% active; in the data active = activation above about 15%;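 note: untransfected CHO-K1 host cells lacking M1 receptor as counterscreen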
TAAR1 ag: human TAAR1 agonism; Q96RJ0; 360,000 tested, 0.99% active; AID 624467; activation, % at 3 µM; CHO RD-HGA16 TAAR1, Fluo-8 calcium fluorescence; vehicle wells 0%, saturating PEA agonist 100%;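 active = activation above the mean activation of all test compounds in the run plus 3 SD, cut at about 38% in these data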
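System: CHO RD-HGA16 cells carrying human TAAR1 plus Gα16; Incubation: 17-24 h seeding, 75 min 37 °C dye, 30 min RT; Measured by: Fluo-8 fluorescence, 5 s baseline then 140 s kinetic read; Control set: DMSO and PEA EC100; Replication: single well for each compound.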
M1 ag: agonists of human M1 muscarinic receptor; P11229; CHO-K1 hM1, Fluo-8 calcium fluorescence, agonist mode; 0% DMSO, 100% acetylcholine EC100; activation, % at 3 µM; 360,000 tested, 0.33% active;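 active = activation above the run's mean compound activation plus 3 SD, cut at about 16% in these data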;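 note: peak over basal fluorescence ratio within a 140 s kinetic read after compound addition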
Target sequence (P11229 whole entry, looked up): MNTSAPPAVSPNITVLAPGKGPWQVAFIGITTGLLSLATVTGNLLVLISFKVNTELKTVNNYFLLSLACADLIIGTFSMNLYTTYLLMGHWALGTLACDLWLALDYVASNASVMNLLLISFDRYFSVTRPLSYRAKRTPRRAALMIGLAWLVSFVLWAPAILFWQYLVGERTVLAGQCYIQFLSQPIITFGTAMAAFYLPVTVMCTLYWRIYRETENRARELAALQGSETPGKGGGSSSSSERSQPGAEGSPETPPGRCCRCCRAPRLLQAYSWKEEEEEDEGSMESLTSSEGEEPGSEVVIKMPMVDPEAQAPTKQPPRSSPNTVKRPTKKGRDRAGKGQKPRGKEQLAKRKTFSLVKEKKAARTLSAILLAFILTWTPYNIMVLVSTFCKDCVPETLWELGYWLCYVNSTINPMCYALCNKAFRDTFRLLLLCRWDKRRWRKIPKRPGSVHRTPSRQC
M1 PAM parental: nonselective activator or artifact in parental CHO-K1 calcium assay. ATP EC20, Fluo-8 calcium fluorescence; 0% at ATP EC20, 100% at ATP max. 360,000 tested, 0.02% active. activation, % at 3 µM;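 active = activation above the run cutoff, the mean activation of all test compounds plus 3 SD, cut at about 40% in these data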;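 note: peak over basal fluorescence ratio in a 140 s read after ATP addition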
CHO parental Ca: signal in parental CHO cells, OX1R antagonist counter-screen. parental CHO-K1, ATP-induced calcium, Fluo-8 fluorescence. inhibition, % at 5.6 µM. 330,000 tested, 0.63% active;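 active = inhibition above that plate's mean sample inhibition plus 3 SD, cut at about 26% in these data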;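 note: 0% = ATP-challenged DMSO wells and 100% = DMSO wells without ATP; some compounds past the cut are filed as inactive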
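Measured by: calcium-sensitive Fluo-8 fluorescence / Test system: CHO parental line / Controls: ATP-challenged DMSO wells low, unchallenged DMSO wells high / Measure: % inhibition / Compound: single nominal dose of 5.6 µM per compound / Replicates: single well per compound, no replicates / Reagent: ATP as calcium-mobilizing challenge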
M1 PAM: positive allosteric modulators of human M1 muscarinic receptor. P11229. CHO-K1 hM1, Fluo-8 calcium fluorescence, ACh EC20; 0% = ACh EC20, 100% = maximal ACh. activation, % at 3 µM. 360,000 tested, 0.088% active. AID 588819; in the data active = activation above about 19%, passing the limit was not always enough
CHO-K1 Ca antag: M1 antagonist counterscreen hit in parental CHO-K1 cells. ATP-induced calcium, Fluo-8 fluorescence. AID 602250. inhibition, % at 3 µM. 360,000 tested, 0.6% active;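 active = inhibition above a per-plate cutoff, the plate's mean sample inhibition plus 3 SD, cut at about 24% in these data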;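 note: 0% = DMSO plus EC80 ATP and 100% = DMSO alone without ATP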
CHRM1 antagonist: human CHRM1 antagonism | P11229 | CHO-K1 hM1, Fluo-8 calcium fluorescence, ACh EC80 antagonist | inhibition, % at 3 µM | 360,000 tested, 1.3% active;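 active = percent inhibition above its own plate's cutoff, namely the mean of that plate's compound wells plus 3 SD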;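 note: peak over basal fluorescence ratio during 140 s after agonist addition; 0% = ACh EC80 plus DMSO and 100% = DMSO alone without agonist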
Numbers without * were called inactive; . = no result given.

Short forms: A = TAAR1 antag; B = CHO-K1 Ca ag; C = TAAR1 ag; D = M1 ag; E = M1 PAM parental; F = CHO parental Ca; G = M1 PAM; H = CHO-K1 Ca antag; I = CHRM1 antagonist
> O=C(NCc1ccco1)/C(=C\c1ccco1)NC(=O)c1ccc(Br)o1
  A = 3; B = 0.4; C = 0; D = 2; E = 10; F = -3; G = 3; H = -9; I = -11
> Cc1[nH]n(-c2ccccc2)c(=O)c1N=Nc1cccc(S(=O)(=O)N2CCOCC2)c1
  A = -5; B = -0.3; C = 2; D = 3; E = -5; F = -3; G = 13; H = 1; I = 5
> COC(=O)c1cccc(Nc2cc(C)nc(-c3ccccc3O)n2)c1
  A = 43; B = 0.1; C = 3; D = -5; E = 16; F = 2; G = 9; H = -6; I = -12
> Cc1ccc(C(C)C)c(OCC(=O)NC(=S)Nc2ccccc2N2CCOCC2)c1
  A = -35; B = 0.3; C = 1; D = -1; E = 8; F = -30; G = 8; H = -5; I = -8
> Cc1cc(Cl)ccc1C(O)c1ncc(-c2ccc(Cl)cc2)[nH]1 (stereo not drawn)
  A = -11; B = 1.1; C = 0; D = -2; E = 2; F = .; G = 1; H = 3; I = -4
> CCOC(=O)c1cnc2ccc(C(=O)OC)cc2c1Nc1cccc(C(=O)O)c1
  A = -13; B = 0.9; C = 5; D = -6; E = 14; F = 5; G = 2; H = -8; I = -5
> COc1ccc(-c2nnc(SCC(=O)N3CCc4ccccc4C3)o2)cc1
  A = -13; B = 3.6; C = 23; D = -4; E = 14; F = -19; G = 0; H = -11; I = -8
> CC(C)(CNC(=O)c1cccc(NS(=O)(=O)c2ccc(Br)cc2)c1)N1CCOCC1
  A = -10; B = 1.4; C = 1; D = -4; E = 17; F = -26; G = 4; H = -10; I = -7
> CC(=O)C1=C(O)C(=O)N(c2ccc(Br)cc2)C1c1ccc([N+](=O)[O-])cc1 (stereo not drawn)
  A = -3; B = 0.3; C = 7; D = 0; E = 13; F = -12; G = 8; H = -12; I = -7
> COc1cccc(CNC(=O)Cn2ccc3cc(S(=O)(=O)N4CCC(C)CC4)ccc32)c1
  A = -6; B = 2.3; C = 4; D = -3; E = -7; F = 3; G = -10; H = 10; I = 26
> Cc1ccc(S(=O)(=O)N2CCCCC2)cc1NC(=O)Cn1ccsc1=N
  A = -19; B = 0.0; C = 2; D = -7; E = 9; F = -1; G = 2; H = -10; I = 3
> COC(=O)c1c[nH]c(=S)n1Cc1ccccc1
  A = -9; B = 0.8; C = 3; D = -2; E = 2; F = .; G = 2; H = -12; I = -12
> CC(=O)N1c2ccc(S(=O)(=O)N3CCC(C(=O)Nc4ncccc4C)CC3)cc2CC1C (stereo not drawn)
  A = 7; B = 0.2; C = 2; D = -2; E = 22; F = -18; G = 3; H = -13; I = -5
> Cc1ccc(C(=O)OCC(=O)Nc2cccc(S(=O)(=O)NC3=NCCCCC3)c2)c(C)c1
  A = -11; B = 4.5; C = 1; D = -7; E = 13; F = -17; G = 3; H = -9; I = -1
> COc1ccc(NC(C)=O)cc1NC(=O)c1cccc(S(=O)(=O)N2CCc3ccccc32)c1
  A = 20; B = 2.1; C = 1; D = -4; E = 8; F = -13; G = 6; H = -11; I = -3
> C=CC[n+]1c(C)csc1Nc1cccc(Br)c1
  A = -3; B = -0.2; C = 4; D = -4; E = 8; F = -3; G = 5; H = -13; I = 1
> CSc1nc2c(c(C(F)(F)F)n1)CC(C)CC2 (stereo not drawn)
  A = 6; B = -0.2; C = 4; D = -1; E = 1; F = 10; G = -4; H = 1; I = 17
> COc1ccc(CCNC(=O)c2coc3ccccc3c2=O)cc1
  A = 8; B = 5.2; C = 5; D = 1; E = -18; F = -19; G = 4; H = -4; I = -13
> CN(C)S(=O)(=O)c1ccc(Cl)c(C(=O)Nc2nc3ccccc3[nH]2)c1
  A = 13; B = 1.6; C = 1; D = -7; E = -9; F = -10; G = 4; H = 7; I = -1
> CCOC(=O)C1=C(C)N=c2s/c(=C\c3ccc(OCC(=O)O)c(OC)c3)c(=O)n2C1c1ccc(OC)cc1 (stereo not drawn)
  A = -9; B = 5.3; C = -1; D = -3; E = 6; F = 1; G = -2; H = -1; I = 7
> Cc1ccc(NC(=O)CNC(=O)OCc2ccccc2)cc1C
  A = -9; B = 0.6; C = 1; D = -4; E = 4; F = -13; G = 2; H = 10; I = 5
> Cc1nn(C)c(C)c1NS(=O)(=O)c1ccc(N2CCCC2=O)cc1
  A = 9; B = 0.6; C = 5; D = -6; E = 14; F = 7; G = 7; H = -1; I = 3
> Cc1noc(C)c1S(=O)(=O)N1CCCCC1c1cc(C(=O)Nc2cccc3c2CCCC3)no1 (stereo not drawn)
  A = -26; B = 0.1; C = 1; D = -8; E = -10; F = .; G = -12; H = 3; I = 8
> CCN(CC(=O)NC1CCS(=O)(=O)C1)S(=O)(=O)c1cccc(C(C)=O)c1 (stereo not drawn)
  A = -13; B = 1.4; C = 8; D = -4; E = 20; F = 2; G = 7; H = -10; I = -7
> COc1cccc(C(=O)N2CCN(Cc3ccccc3Br)CC2)c1
  A = -23; B = 2.3; C = -2; D = -3; E = 21; F = 2; G = 5; H = -9; I = -5

4 successive records from above:
Short forms: A = TAAR1 antag; B = CHO-K1 Ca ag; C = TAAR1 ag; D = M1 ag; E = M1 PAM parental; F = CHO parental Ca; G = M1 PAM; H = CHO-K1 Ca antag; I = CHRM1 antagonist
> COc1ccc(NC(C)=O)cc1NC(=O)c1cccc(S(=O)(=O)N2CCc3ccccc32)c1
  A = 20; B = 2.1; C = 1; D = -4; E = 8; F = -13; G = 6; H = -11; I = -3
> C=CC[n+]1c(C)csc1Nc1cccc(Br)c1
  A = -3; B = -0.2; C = 4; D = -4; E = 8; F = -3; G = 5; H = -13; I = 1
> CSc1nc2c(c(C(F)(F)F)n1)CC(C)CC2 (stereo not drawn)
  A = 6; B = -0.2; C = 4; D = -1; E = 1; F = 10; G = -4; H = 1; I = 17
> COc1ccc(CCNC(=O)c2coc3ccccc3c2=O)cc1
  A = 8; B = 5.2; C = 5; D = 1; E = -18; F = -19; G = 4; H = -4; I = -13

The listing continues:
Short forms: A = TAAR1 antag; B = CHO-K1 Ca ag; C = TAAR1 ag; D = M1 ag; E = M1 PAM parental; F = CHO parental Ca; G = M1 PAM; H = CHO-K1 Ca antag; I = CHRM1 antagonist
> COc1ccc(-c2nc(N)n[nH]2)cc1OC
  A = -6; B = 1.0; C = 3; D = -1; E = 14; F = -8; G = 4; H = -1; I = -22
> CC(C)(C)N(Cc1cc2ccccc2[nH]c1=O)C(=O)c1cccnc1
  A = -2; B = 0.6; C = 0; D = -4; E = 10; F = -4; G = 6; H = -6; I = -29
> COc1ccc(CN2CCNC(=O)C2CC(=O)NCCCn2cccn2)cc1C (stereo not drawn)
  A = -6; B = 0.0; C = 0; D = 0; E = -8; F = -4; G = 12; H = 10; I = -10
> Cc1ccc2nc(SCC(=O)O)nc(C)c2c1
  A = 3; B = 0.1; C = -2; D = 5; E = 12; F = -2; G = 18; H = -1; I = -14
> CCOC(=O)Cn1cc(Cl)c(=O)c(Cl)c1
  A = -3; B = 2.9; C = 1; D = -4; E = 11; F = -7; G = -6; H = -3; I = 12
> CCN1CCN(C(c2cccs2)C(C)NC(=S)Nc2cc(C)ccc2C)CC1 (stereo not drawn)
  A = 7; B = 3.8; C = 7; D = -5; E = 28; F = -15; G = 5; H = -20; I = -13
> O=C(c1ccc(Br)o1)N1CCN(C23CC4CC(CC(C4)C2)C3)CC1
  A = -23; B = 0.3; C = 15; D = -6; E = -12; F = -5; G = -22; H = 13; I = 67*
> O=C(Nc1ccc(Cc2ccncc2)cc1)C1CC1
  A = -11; B = 0.9; C = 8; D = -6; E = 13; F = -3; G = 13; H = -2; I = -15
> O=C(NNS(=O)(=O)c1ccc(Cl)cc1)C1CCN(Cc2ccccc2)CC1
  A = -15; B = 0.5; C = 2; D = -4; E = 22; F = -16; G = -21; H = -5; I = 57*
> Cc1[nH]c(=S)[nH]c(=O)c1CCCO
  A = 8; B = 0.4; C = -2; D = -3; E = -4; F = 5; G = 0; H = -14; I = 1
> O=C(NCc1ccco1)c1cnn2cccnc12
  A = -30; B = 1.0; C = 9; D = -4; E = 8; F = -2; G = 7; H = -19; I = -7
> CCO[C@H]1OC(C(=O)N2CCN(C)CC2)=C[C@@H](C)[C@@H]1CCCO
  A = 6; B = 0.3; C = 2; D = -3; E = 14; F = 1; G = 5; H = -10; I = -2
> Cn1nnnc1SCc1csc(C2C(C#N)=C(N)OC3=C2C(=O)CCC3)c1 (stereo not drawn)
  A = -9; B = 6.4; C = 3; D = -4; E = 11; F = -17; G = -5; H = 0; I = 19
> CCNC(=O)c1cnn(-c2ccccc2)c1-c1ccccc1
  A = -6; B = 1.6; C = 2; D = -3; E = -8; F = -18; G = 1; H = -5; I = 6
> CCN1CCCC1CNCc1cccc(OC)c1OCc1ccccc1F (stereo not drawn)
  A = -3; B = 1.0; C = 10; D = -11; E = -1; F = -20; G = -24; H = -17; I = 11
> C=CC[C@@H](CC(=O)N(CCO)Cc1ccccc1)C(=O)N[C@@H](C)COC(=O)[C@@H](CC=C)Cc1ccc(F)cc1
  A = 11; B = 4.4; C = 8; D = -4; E = 18; F = -29; G = -2; H = -19; I = 6
> CC(=O)Nc1ccccc1C(=O)C(=O)NCCc1ccccc1
  A = -5; B = 0.9; C = 1; D = -6; E = 5; F = -6; G = 7; H = -10; I = -5
> COc1ccccc1N1CCN(CCCNc2c(C)c(=O)n(C)c(=O)n2C)CC1
  A = -32; B = 0.5; C = 2; D = -7; E = 24; F = -5; G = 4; H = -8; I = -25
> N=C1c2ccccc2CN1c1ccc(S(=O)(=O)N2CCCCC2)cc1
  A = -3; B = 1.7; C = 2; D = -7; E = -5; F = -18; G = -24; H = -1; I = 74*

Profiles from above.
`CCN1CCCC1CNCc1cccc(OC)c1OCc1ccccc1F` (stereo not drawn) is listed as TAAR1 antag: -3; CHO-K1 Ca ag: 1.0; TAAR1 ag: 10; M1 ag: -11; M1 PAM parental: -1; CHO parental Ca: -20; M1 PAM: -24; CHO-K1 Ca antag: -17; CHRM1 antagonist: 11
`CCOC(=O)Cn1cc(Cl)c(=O)c(Cl)c1` is listed as TAAR1 antag: -3; CHO-K1 Ca ag: 2.9; TAAR1 ag: 1; M1 ag: -4; M1 PAM parental: 11; CHO parental Ca: -7; M1 PAM: -6; CHO-K1 Ca antag: -3; CHRM1 antagonist: 12

Source: PubChem BioAssay (The Scripps Research Institute Molecular Screening Center)
